Bioassay records as filed in PubChem BioAssay.
Rin1-Abl PPI inh: inhibitors of human Rin1-Abl protein interaction. TR-FRET Rin1/Abl binding, biochemical. 0.4% of 360,000 active. AID 588664. P00519+Q13671. inhibition, % at 7.35 µM; in the data active = inhibition above about 5%, passing the limit was not always enough
CSN inh: CSN deneddylation inhibition; Q92905; Purified CSN, SCF-Nedd8-OG deneddylation, fluorescence polarization; inhibition, % at 12.5 µM; 0.38% of 360,000 active;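 active = pattern-corrected inhibition above about 35%, with an unprinted fluorescence ratio check between 0.5 and 1.5, limit read from the data, passing the limit was not always enough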;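 also: 0% = enzyme with substrate and 100% = substrate without enzyme; some results filed as inactive read as strong as hits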
Target sequence (Q92905 whole entry, looked up, one chain of several): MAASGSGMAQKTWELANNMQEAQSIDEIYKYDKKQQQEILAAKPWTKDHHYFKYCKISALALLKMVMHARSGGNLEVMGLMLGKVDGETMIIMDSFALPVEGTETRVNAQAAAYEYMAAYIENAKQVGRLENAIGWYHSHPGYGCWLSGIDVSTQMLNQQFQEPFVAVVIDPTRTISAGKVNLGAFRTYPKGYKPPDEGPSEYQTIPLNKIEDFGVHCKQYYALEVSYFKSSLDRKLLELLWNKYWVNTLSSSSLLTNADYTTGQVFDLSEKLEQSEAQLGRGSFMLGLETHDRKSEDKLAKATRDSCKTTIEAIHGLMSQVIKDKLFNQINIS
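Assay system: purified human Csn5 enzyme expressed in HEK293T cells; Input: 0.24 nM Csn5 enzyme, final concentration; Reagent: 10 nM SCFSkp2-Nedd8OG; Compound dosing: 12.5 µM single point; Times: reaction 90 min, room temperature; Technique: fluorescence polarization readout.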
Tb MetRS inh: blocks T. brucei methionyl-tRNA synthetase activity; purified T. brucei MetRS, ATP depletion, Kinase-Glo luminescence; inhibition, % at 11.9 µM; 0.4% of 360,000 active; AID 624268;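 active = inhibition above a per-plate cutoff of the control wells' mean inhibition plus 3 SD, cut at about 5.5% in these data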;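 also: 0% = DMSO wells median and 100% = median of wells with control inhibitor compound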
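Material: T. brucei methionyl-tRNA synthetase, purified; reagent: substrates ATP, L-methionine and bulk Escherichia coli tRNA; dosing: 11.9 µM single point; timing: 15 min plus 2 h at 25 °C; detection: luminescence of leftover ATP; evaluation: % inhibition; control set: DMSO-only wells as low control; replicates: singlicate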
FAS TE block: inhibitors of human fatty acid synthase thioesterase domain | recombinant FAS-TE, OMFH fluorogenic substrate, fluorescence endpoint | P49327 | inhibition, % at 15 µM | 0.67% of 360,000 active | AID 602261;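 active = compounds whose normalised, plate-corrected inhibition of enzyme fluorescence in the single-dose primary screen is 50% or more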;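 also: 0% = DMSO with enzyme and 100% = substrate without enzyme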
Neddyl block: cullin neddylation inhibition; P61081+Q13564; TR-FRET cullin neddylation, biochemical; calls only at 25 µM; 0.58% of 360,000 active; in the data active = inhibition above about 36%
E coli Lon inh: inhibitors of E. coli Lon protease | P0A9M0 | purified E. coli Lon protease, fluorescence polarization | inhibition, % at 7.94 µM | 0.42% of 360,000 active | AID 602123; in the data active = inhibition above about 13%, passing the limit was not always enough;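 also: 0% = enzyme with probe and DMSO and 100% = no enzyme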
Target sequence (P0A9M0 whole entry, looked up): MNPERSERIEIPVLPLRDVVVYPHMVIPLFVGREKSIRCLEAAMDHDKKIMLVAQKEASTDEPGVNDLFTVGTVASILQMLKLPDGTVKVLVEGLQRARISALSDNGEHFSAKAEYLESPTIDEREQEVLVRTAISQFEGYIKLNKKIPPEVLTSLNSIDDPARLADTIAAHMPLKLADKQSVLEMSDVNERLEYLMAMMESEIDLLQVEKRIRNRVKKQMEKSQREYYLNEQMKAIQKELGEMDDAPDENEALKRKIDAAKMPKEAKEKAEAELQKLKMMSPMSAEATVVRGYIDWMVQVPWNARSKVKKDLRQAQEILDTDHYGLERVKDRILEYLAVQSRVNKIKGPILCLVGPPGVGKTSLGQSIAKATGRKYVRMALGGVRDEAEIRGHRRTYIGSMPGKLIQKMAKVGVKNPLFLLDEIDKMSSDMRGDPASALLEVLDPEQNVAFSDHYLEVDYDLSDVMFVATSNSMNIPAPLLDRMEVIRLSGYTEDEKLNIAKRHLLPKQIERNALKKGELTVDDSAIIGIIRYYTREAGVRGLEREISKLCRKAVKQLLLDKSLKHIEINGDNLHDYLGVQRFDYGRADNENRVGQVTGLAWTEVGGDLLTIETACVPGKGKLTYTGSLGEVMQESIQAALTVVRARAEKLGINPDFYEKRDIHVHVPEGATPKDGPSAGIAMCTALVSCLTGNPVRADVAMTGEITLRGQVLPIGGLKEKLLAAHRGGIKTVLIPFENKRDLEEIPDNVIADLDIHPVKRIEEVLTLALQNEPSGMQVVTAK
MsrA inh: bovine MsrA inhibition; inhibition, % at 15.5 µM; 0.75% of 360,000 active; AID 651718; purified bovine MsrA, absorbance read-out; in the data active = inhibition above about 4.5%;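 also: 0% = vehicle wells with enzyme and 100% = reference inhibitor wells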
PABP1 MLLE inh: blocks PAM2 peptide binding to the PABP1 MLLE domain. inhibition, % at 20 µM. AID 588489. GST-MLLE / FITC-PAM2 fluorescence polarization. 0.36% of 360,000 active; in the data active = inhibition above about 35%, passing the limit was not always enough;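 also: plate controls were DMSO wells with GST-MLLE for no effect and wells lacking GST-MLLE protein for full effect; some results filed as inactive read as strong as hits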
bovine MsrA act: activators of bovine methionine sulfoxide reductase A | purified bovine MsrA, absorbance read-out | activation, % at 10.6 µM | 0.3% of 360,000 active; in the data active = activation above about 7.5%;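 also: 0% = vehicle and 100% = reference activator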
Numbers without * were called inactive; i = inactive; / = no result given; + = active, no number. Rows are unselected. Share with any hit: about 4%.

Values in the order: Rin1-Abl PPI inh	CSN inh	Tb MetRS inh	FAS TE block	Neddyl block	E coli Lon inh	MsrA inh	PABP1 MLLE inh	bovine MsrA act
CN(CC(=O)Nc1ccc(OC(F)(F)F)cc1)C(=O)/C=C/c1ccco1
 : 1	-1	0.1	2	i	13	0.4	-8	-1
Fc1cccc(Nc2nc(-c3ccncc3)nc3ccccc23)c1
 : -2	13	-0.3	-3	i	11	-1.1	-12	-4
Cc1ccc(CS(=O)(=O)c2ncc(Cl)c(C(=O)Nc3ccc(OC(F)F)cc3)n2)cc1
 : 2	-1	-0.3	52*	i	6	1.8	23	-9
CCOc1ccc(NC(=O)COc2ccc(C(=O)NC(C)c3ccc(S(N)(=O)=O)cc3)cc2OC)cc1 (configuration not stated)
 : 0	-6	0.1	0	i	-2	0.2	3	-2
COc1ccccc1NC(=O)CN1CCSc2ccccc21
 : 2	4	-0.3	8	i	9	-0.9	-4	-2
Cc1cc(NC(=O)c2ccc(Cl)cc2)n(CCOC(=O)c2ccc(Cl)cc2)n1
 : -2	-1	0.2	0	i	-8	0.0	-4	9.1*
CCOC(=O)N1CCC(NC(=O)c2cc(COc3ccccc3SC)on2)CC1
 : 1	-1	-0.3	4	i	-10	-2.1	6	4
CC1COc2ccccc2N1C(=O)c1cccnc1Cl (configuration not stated)
 : 0	-2	-0.3	-2	i	4	0.6	-1	0
CCN(C(=O)COC(=O)C1=COCCO1)c1ccccc1
 : -2	3	-0.4	-6	i	0	-0.5	8	-1
CC(c1nc2ccccc2n1Cc1ccccc1)n1c(-c2cnccn2)nc2ccccc21 (configuration not stated)
 : /	3	-0.1	/	i	/	-0.8	/	/
CC(C)(C)OC(=O)NCCCCCC(=O)N/N=C/c1coc2ccccc2c1=O
 : 0	5	-0.2	-2	i	3	0.6	7	1
CCC(C)CN1C(=O)CSCC1(C)C(=O)NCc1ccccc1 (configuration not stated)
 : /	-1	-0.9	/	i	/	0.4	/	/
Cc1cccc(OCCCN2CCOCC2)c1
 : 1	6	-0.7	-6	i	-3	1.3	0	-2
COc1ccc(/C=C/c2nc3ccccc3c(=O)o2)cc1
 : -6	8	0.4	31	i	-2	3.9	9	-3
O=C1CCCCCC1C1(O)C(=O)Nc2ccccc21 (configuration not stated)
 : -1	4	-1.0	-6	i	-10	0.1	-2	-5
Cc1cc(NC(=O)COC(=O)C2=NN(c3ccccc3)C(=O)CC2)c([N+](=O)[O-])cc1C
 : -2	9	-0.5	4	i	-2	0.2	1	-7
CCSc1ccc(-c2ccc(C)cc2)nn1
 : -4	-3	-1.0	6	i	-3	-0.4	7	-8
COc1ccc(-n2c(Cn3c(=O)sc4ccccc43)nnc2SCC(=O)N2CCOCC2)cc1
 : 6.5*	3	-0.6	-4	i	-1	0.3	10	-8
CCOC(=O)Cn1c(-c2ccc(OC)cc2)c(-c2ccc(OC)cc2)nnc1=O
 : 1	-5	-0.4	3	i	-8	-0.8	0	3
CC(NC(=O)COc1ccc(Br)cc1)C(=O)O (configuration not stated)
 : -2	3	0.2	-6	i	2	-0.7	-15	-1
O=C(C1COc2ccccc2O1)N1CCN(c2ccccn2)CC1 (configuration not stated)
 : 0	-5	0.0	-6	i	2	-1.7	1	-2
CN(C(=O)c1cccc(NC(=O)Cc2ccc([N+](=O)[O-])cc2)c1)C1CCCCC1
 : 2	2	0.0	32	i	-3	-0.7	-1	-6
O=C(CNC(=S)N(CCCN1CCOCC1)Cc1cccs1)N1CCCC1
 : -2	3	-1.3	-2	i	8	1.1	-70	-7
O=C(O/N=C1\CCS(=O)(=O)c2sccc21)C1CC1
 : 0	4	-0.4	-6	i	11	0.1	5	-6
C=CCNC(=S)N1N=C(c2ccco2)CC1c1ccco1 (configuration not stated)
 : 1	27	-0.7	2	i	-11	1.9	-9	-4
COc1ccc(-n2nnnc2C(c2ccnc3ccccc23)N2CCN(C/C=C/c3ccccc3)CC2)cc1 (configuration not stated)
 : 2	6	-1.3	12	i	-11	1.0	-12	-12
Cn1cnnc1SCC(=O)c1ccc2c(c1)CCCC2
 : -2	2	-0.9	-7	i	1	0.7	-2	-1
CC1(Cc2cc(Cl)ccc2C(F)(F)F)C(=O)Nc2cc(C(F)(F)F)ccc21 (configuration not stated)
 : 0	4	-0.4	26	i	1	-0.3	-6	-5
CCOc1cc(CNc2ccc3cn[nH]c3c2)ccc1OC
 : -6	0	-0.4	-9	i	-12	2.5	-2	-3
O=C(NCc1ccccc1)c1ccc(-c2ccccc2F)o1
 : -6	-5	-0.3	12	i	0	-1.2	-8	0

Filtered by structure: the entries above with a Cl atom (4)
Values in the order: Rin1-Abl PPI inh	CSN inh	Tb MetRS inh	FAS TE block	Neddyl block	E coli Lon inh	MsrA inh	PABP1 MLLE inh	bovine MsrA act
Cc1ccc(CS(=O)(=O)c2ncc(Cl)c(C(=O)Nc3ccc(OC(F)F)cc3)n2)cc1
 : 2	-1	-0.3	52*	i	6	1.8	23	-9
Cc1cc(NC(=O)c2ccc(Cl)cc2)n(CCOC(=O)c2ccc(Cl)cc2)n1
 : -2	-1	0.2	0	i	-8	0.0	-4	9.1*
CC1COc2ccccc2N1C(=O)c1cccnc1Cl (configuration not stated)
 : 0	-2	-0.3	-2	i	4	0.6	-1	0
CC1(Cc2cc(Cl)ccc2C(F)(F)F)C(=O)Nc2cc(C(F)(F)F)ccc21 (configuration not stated)
 : 0	4	-0.4	26	i	1	-0.3	-6	-5

The listing continues.
Values in the order: Rin1-Abl PPI inh	CSN inh	Tb MetRS inh	FAS TE block	Neddyl block	E coli Lon inh	MsrA inh	PABP1 MLLE inh	bovine MsrA act
Nc1c2c(=O)oc(-c3ccccc3)cc2nn1-c1ccccc1
 : 5	3	0.3	7	+	-3	0.2	14	0
CCC(=O)NNc1nc2c(C)c(C)ccc2s1
 : 1	-6	0.2	-2	i	-3	-0.9	-15	-3
C/C(N)=C(/C#N)C(=O)COC(=O)c1cc2c(s1)CCCC2
 : 2	-5	-0.8	12	i	1	-0.7	1	-2
CCC(C)(C)NC(=O)C(c1ccncc1)N(C(=O)Cn1nnc2ccccc21)c1cc2c(cc1C(C)=O)OCO2 (configuration not stated)
 : -1	3	0.4	-4	i	-8	-0.6	6	-2
Cc1csc(SCC(=O)N2CCCC2)n1
 : 0	-3	-0.9	-8	i	-2	0.2	11	-5
COc1ccc(-c2nnc(NC(=O)c3cc(C)on3)s2)cc1
 : 3	-2	-1.0	-3	i	3	1.5	-10	-9
Cc1ccc(NC(=O)CN(C)C(=O)Cc2coc3cc(C)c(C)cc23)cc1
 : 9	-2	0.0	14	i	-6	0.4	7	-10
CCOC(=O)c1c(-c2ccc(C)s2)csc1NC(=O)c1cccs1
 : -4	-6	-0.6	-2	i	-8	1.0	3	-1
CCc1ccc(NC(=O)CNC(=O)[C@@H]2Cc3ccccc3CN2)cc1
 : -1	1	-0.1	-4	i	-3	0.8	-2	-4
Cc1ccc(CNC(=O)C2CCN(S(=O)(=O)N3CCCCC3)CC2)cc1
 : 7	0	-0.5	0	i	-1	0.9	-1	-4
CC(C)=CCN1CCN(Cc2cccc3c2OCO3)CC1CCO (configuration not stated)
 : 1	-2	-0.6	-3	i	-2	0.4	-1	0
COc1ccc(C(C)(O)c2nc(-c3ccoc3)cs2)cc1 (configuration not stated)
 : -1	-1	-0.4	-1	i	-8	0.3	1	-6
COCCNC(=O)Nc1ccc2nc(-c3ccco3)c(-c3ccco3)nc2c1
 : 8.9*	34	0.9	0	+	26*	3.0	73*	-1
O=C(O)c1ccc(C2CCCCC2)cn1
 : 0	0	0.2	-5	i	-6	-0.7	-8	1
COC(=O)c1c(-c2cccc(C)c2)csc1NC(=O)C1CCCO1 (configuration not stated)
 : 1	-7	0.5	18	i	-3	0.4	-2	-2
Cc1nn(-c2ccccc2C(=O)O)c(=O)c2ccccc12
 : -2	-6	0.4	-3	i	0	-0.2	6	-1
O=c1cc(-c2ccccc2)nc2nc(COc3ccccc3)[nH]n12
 : -2	-3	-1.1	-4	i	5	-0.8	-9	-2
CCOc1ccc(NC(=O)c2nnn(CC(=O)Nc3ccccc3OC)c2N)cc1
 : 1	6	-0.4	-6	/	-7	0.1	3	-5
COc1cc(NC(=O)CSc2nnc(-c3cc(C)on3)o2)cc(OC)c1
 : -1	0	0.0	-4	i	-1	1.9	22	-2
Cc1ccccc1CCNC(=O)Cn1ccc2cc(S(=O)(=O)N3CCCC3)ccc21
 : 2	-7	0.3	10	i	-9	-0.2	4	-1
O=C(Nc1ccc2oc(=O)ccc2c1)c1ccco1
 : 3	-1	-0.1	-3	/	-20	0.7	19	-5
CCOC(=O)c1cn2nc(N3CCCCC3)ccc2n1
 : -4	-2	1.4	-7	i	1	1.2	-5	-5
CC(=O)c1ccc(NC(=S)N2CCC(O)CC2)cc1
 : -3	0	-0.5	-2	i	3	2.0	-44	-1
O=S(=O)(c1ccccc1)N1CCN(c2ccnc3cc(Cl)ccc23)CC1
 : 1	-8	-0.5	30	i	2	2.7	1	-12
Cc1cc(C(=O)OCC(=O)c2ccc(Br)s2)no1
 : -98	0	-0.7	0	i	-1	/	-6	-2
COC(=O)CSc1nc(-c2ccccc2)cc(-c2ccco2)c1C#N
 : -5	6	-0.2	19	i	-1	0.0	-2	-4
O=C1/C(=C\c2ccccc2)SC(=S)N1CCC(=O)N1CCCCC1CCO (configuration not stated)
 : -4	6	0.1	-4	i	-3	0.9	16	-2
Cc1ccc(NC(=O)CN2CCC3(O)CCCCC3C2c2ccc3c(c2)OCO3)c(C)c1 (configuration not stated)
 : 4	-2	0.5	14	i	-7	1.1	11	-5
O=C(O)CNC(=O)c1ccc(Oc2c(F)c(F)c(Oc3ccc(C(=O)NCC(=O)O)cc3)c(F)c2F)cc1
 : 7	-1	-0.1	-10	i	-7	-0.8	7	-1
O=C1NC[C@H](CCCCN2C[C@H](Cc3ccc(O)cc3)N(CCc3ccccc3)C(=O)C2=O)N(CCC2CCCCC2)C1=O
 : /	5	-0.5	-2	i	-2	0.3	/	0
CCCc1cc(=O)[nH]c(N/N=C/C=C\c2ccccc2)n1
 : -1	6	0.2	1	i	3	6.7*	-6	-5
N#CC(Cc1cc2ccccc2n1S(=O)(=O)c1ccccc1)OCc1ccccc1 (configuration not stated)
 : -5	5	-0.4	20	i	-1	1.6	-15	-3
O=C(CCC1CCCCC1)NCc1cccs1
 : -3	4	-0.5	3	i	8	-0.3	-1	-1
COCCNC(=O)CSc1nc(N)c(NC(=O)c2ccccc2F)c(=O)[nH]1
 : -2	-11	-1.6	-6	i	-8	-0.7	25	-11
O=C(c1ccco1)N1N=C(c2cccs2)CC1c1cc([N+](=O)[O-])ccc1O (configuration not stated)
 : -1	3	0.0	6	i	-9	4.5	19	-2
CCOC(=O)c1c(C)n(-c2ccccc2)c2ccc(O)c(CN(C)C)c12
 : 5	-5	-0.2	-10	i	-1	0.1	5	-6
Cc1ccc(C(=O)n2cnc3ccccc32)cc1C
 : -1	5	-1.7	8	i	-2	-2.0	-4	0
O=c1cc(N2CCN(Cc3ccccc3)CC2)[nH]c(=O)n1-c1cccc(C(F)(F)F)c1
 : 1	5	0.0	-7	i	-9	-0.4	5	-4
Cc1ccc(NC(=S)N2CCC(c3ccc(C)cc3)C2)cc1 (configuration not stated)
 : 2	-6	-0.8	13	i	-13	-1.6	-12	-4
O=C(CCC(=O)N1CCN(c2ccc(F)cc2)CC1)c1ccccc1
 : 1	-4	-0.3	0	i	-15	-0.4	1	-4
CCc1ccc(NC(=O)CSc2nc(N)c(NC(=O)c3ccc(F)c(F)c3)c(=O)[nH]2)cc1
 : 1	3	-0.2	-10	i	-3	1.1	-4	-3
